# HT1080NT lethal = kills 2HG-producing HT-1080-NT fibrosarcoma cells | Potency, µM (titrated, usually from 46.1 µM), inactives show at the top dose activity, negative = less viability, most hits filed as cytotoxic | HT-1080-NT fibrosarcoma viability, CellTiter-Glo ATP luminescence, 48 h | AID 686970 | 360,000 tested, 1.6% active;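 further: NT is the 2HG producing partner of a matched IDH1 knockdown line; potency means the concentration at half of the fitted maximal effect; 0% = DMSO-treated cells and -100% = media-only wells without cells; nearly all actives have a fitted effect of over 55% in size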
#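 Toxicity toward the 2HG-producing NT line was scored as %Activity, normalised to DMSO and no-cell wells, from CellTiter-Glo luminescence after 48 hours' treatment.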
# KB-3-1 cytotox = kills parental KB-3-1 adenocarcinoma cells; KB-3-1 viability, CellTiter-Glo ATP luminescence, 72 h; Potency, µM (titrated, usually from 46.1 µM), without a hit: top-dose activity change, negative = cytotoxic, hits mostly cytotoxic; 400,000 tested, 1.4% active; AID 1347075; further: potency means the concentration at half of the fitted maximal effect; on the % scale 0 is the no-effect control and ±100 the full control effect; nearly all actives have a fitted effect of over 60% in size
#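 Screening of KB-3-1 cells (DMEM, 10% FBS, phenol-red free) ran from lowest to highest compound concentration; after 72 h at 37 °C viability was read luminescently and curves fitted.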
# IL-1B inflam inh = inflammasome signaling inhibition, IL-1 beta readout; THP-1 LPS/ATP IL-1B secretion, AlphaLISA, 16 h; active compounds read low; activity change, % at 57.5 µM; 360,000 tested, 4.7% active; in the data active means activity change below about -50%; inconclusive means mostly about -30% to -49%; further: on the % scale 0 is the no-effect control and ±100 the full control effect
#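 Secreted IL-1B measured by AlphaLISA bead assay after 16 h compound exposure of THP-1 cells; compounds (final up to 57.5 uM) added 1 h before LPS (250 ng/mL) and ATP (1.25 mM) stimulation; lower signal means less secretion.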
# HepG2 tox = kills HepG2 cells in TGF-b inhibitor counter-screen | HepG2 CAGA-GFP viability, ATP luminescence, 18 h | Potency, µM (doses to about 46.1 µM), for the others: at the highest dose activity change, negative = cytotoxicity, most hits filed as cytotoxic | 410,000 tested, 0.76% active; further: potency means the concentration at half of the fitted maximal effect; some results filed as inactive show a strong effect at the top dose
#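 CellTiter-Glo luminescence gave cytotoxicity after 18 hours at 37 degrees C. The cells were HepG2 CAGA-GFP in 1% FBS DMEM, stimulated with 500 pg/mL TGF-beta after compound addition. %Activity was normalised to no-cell wells (complete cell-killing) and DMSO (no toxicity), and curves were fitted and classified.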
# HT1080 IDH1KD tx = HT-1080 IDH1 knockdown cell toxicity (counter line); HT-1080 IDH1 knockdown viability, ATP luminescence, 48 h; Potency, µM (titrated, usually from 46.1 µM), for inactives: at the highest dose activity, negative = toxicity, actives largely listed as cytotoxic; 360,000 tested, 2% active; AID 686971;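 further: potency means the concentration at half of the fitted maximal effect; 0% = DMSO wells and -100% = cell-free medium wells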
#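 Knockdown cells (IDH1KD HT-1080) received compounds 2 h after plating at 750 cells/well and were kept 48 h at 37 °C in 5% FBS RPMI. A CellTiter-Glo luminescence read gave % activity for curve fitting.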
# ATXN viability = cell viability loss in ATXN counter-screen. S2 cells (HEK-293 line with an ATXN2-luciferase reporter) viability, CellTiter-Fluor protease fluorescence, 24 h. Potency, µM (titrated, usually from 56.7 µM), usual class: cytotoxic. 400,000 tested, 0.49% active; further: potency means the concentration at half of the fitted maximal effect; nearly all actives have a fitted effect of over 40% in size
# SW480 rereplic = inducers of DNA re-replication in SW480 colon cancer cells; SW480 DNA re-replication, Hoechst DNA content imaging, 48 h; Potency, µM (top dose mostly 46.1 µM), without a hit: at the top dose re-replication activation, most hits filed as activators; 340,000 tested, 1.8% active; further: potency means the concentration at half of the fitted maximal effect; % of control where 0% means no effect; nearly all actives have a fitted effect of over 55% in size
#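 DNA re-replication was detected as more nuclei of elevated Hoechst intensity after 48 hr exposure to compound (23 nL pinned per well of 250 cells).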
# ATXN2 expr inh = inhibitors of ATXN2 expression; HEK-293 ATXN2-luciferase reporter, luminescence, 24 h; Potency, µM (titrated, usually from 57 µM), without a hit: at the top dose activity change, negative = inhibition, usual class: inhibitors; 360,000 tested, 0.72% active; AID 1745845; further: potency means the concentration at half of the fitted maximal effect; on the % scale 0 is the no-effect control and ±100 the full control effect; nearly all actives have a fitted effect of over 55% in size
#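 qHTS (up to 57 uM final) was run with 24 h compound exposure of reporter cells at 37 °C. Each well was multiplexed: SteadyGlo luminescence measured ATXN2-luciferase expression after a fluorogenic Gly-Phe-AFC viability readout (25 uM final).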
# MCF10A rereplic = DNA re-replication induction in MCF 10a cells | MCF 10A DNA re-replication, Hoechst nuclear intensity, 48 h | Potency, µM (top dose mostly 46.1 µM), for inactives: top-dose activity, positive = re-replication, actives largely listed as activators | 350,000 tested, 2.9% active | AID 624296; further: potency means the concentration at half of the fitted maximal effect; % of control where 0% means no effect; nearly all actives have a fitted effect of over 50% in size
# * = called active by the depositor; i = inactive; ? = inconclusive; / = no result given; [ ] = dose if it differs, or a comment. Unless noted, the call rests on the fitted dose curve; in most records, active means well fitted curve in the direction sought with a large enough effect; inconclusive means small, poorly fitted or top-dose-only effect, or another doubt; inactive means no such curve, though single readings can be large; an effect the other way counts as inactive or inconclusive. No enrichment for hits. About 8.9% of those tested had a hit in this group.
# The first four compounds (preview)
SMILES,HT1080NT lethal,KB-3-1 cytotox,IL-1B inflam inh,HepG2 tox,HT1080 IDH1KD tx,ATXN viability,SW480 rereplic,ATXN2 expr inh,MCF10A rereplic
COc1ccc(OC)c(-c2nn(-c3ccccc3)cc2C(=O)NCC(c2cccs2)N2CCOCC2)c1 (configuration not stated),4%,9%,?,0%,3%,i,-12%,-6%,7%
O=C(CN1C(=O)c2ccccc2C1=O)Nc1cccc(S(=O)(=O)Nc2ccccc2Cl)c1,-2%,4%,-6,20%,1%,i,0%,-15%,0%
Cc1ccc(S(=O)(=O)N2CCC(C(=O)Nc3ccc(N4CCOCC4)cc3)CC2)cc1C,5%,4%,13,0%,10%,?,-4%,-2%,2%
O=c1cccc(-c2ccc3ccccc3c2)o1,0%,-6%,-6,/,-4%,/,/,/,/

# This part in full, previewed entries included:
SMILES,HT1080NT lethal,KB-3-1 cytotox,IL-1B inflam inh,HepG2 tox,HT1080 IDH1KD tx,ATXN viability,SW480 rereplic,ATXN2 expr inh,MCF10A rereplic
COc1ccc(OC)c(-c2nn(-c3ccccc3)cc2C(=O)NCC(c2cccs2)N2CCOCC2)c1 (configuration not stated),4%,9%,?,0%,3%,i,-12%,-6%,7%
O=C(CN1C(=O)c2ccccc2C1=O)Nc1cccc(S(=O)(=O)Nc2ccccc2Cl)c1,-2%,4%,-6,20%,1%,i,0%,-15%,0%
Cc1ccc(S(=O)(=O)N2CCC(C(=O)Nc3ccc(N4CCOCC4)cc3)CC2)cc1C,5%,4%,13,0%,10%,?,-4%,-2%,2%
O=c1cccc(-c2ccc3ccccc3c2)o1,0%,-6%,-6,/,-4%,/,/,/,/
O=C(CN1CCCc2ccccc21)NCc1ccccc1Cl,1%,-7%,0,3%,1%,i,/,8%,0%
C/C(=N\NC(=O)CNC(=O)c1ccccc1Br)c1ccco1,9%,0%,-10,-7%,6%,i,6%,4%,-40%[inhibitor]
C/C(CC(=O)NC1CCCCC1)=N\NC(=O)c1ccc(Br)cc1,-19%,22%,15,10%,-8%,i,-2%,6%,-2%
CCCCCC(=O)N1C[C@@H](O)[C@H](n2cc(C3CC3)nn2)C[C@@H]1c1ccc(Cl)cc1,-8%,?,-17,-2%,-2%,i,/,-6%,/
CC(=O)NCC1COc2ccccc2O1 (configuration not stated),0%,-1%,1,14%,-5%,i,-4%,/,1%
O=C(Nc1ccc(C(F)(F)F)cc1)C1CCCN1S(=O)(=O)c1cccc2cccnc12 (configuration not stated),?,23µM*,18,-30%,?,i,1%,-27%,18%
COc1ccc(C(=O)CC2(C(=O)O)CCCCC2)cc1,4%,-7%,27,-12%,-5%,?,-1%,-37%,0%
CCCCn1nnnc1C1(C)CCC(=O)N1Cc1cc(OC)ccc1OC (configuration not stated),6%,21%,0,/,-1%,i,/,15%,/
COc1ccc(/C=N/N2CCOCC2)cc1OCc1ccccc1,-2%,3%,-4,7%,9%,i,5%,-14%,-4%
COCc1cc(C)nc(OCC(=O)N/N=C/c2ccc(C)o2)c1C#N,9%,5%,-6,-2%,4%,i,5%,8%,1%
COc1ccc(S(=O)(=O)N2CCC(c3ccncc3)CC2)cc1Cl,/,-14%,/,-10%,/,i,/,-31%,/
CC(C)(C)c1ccc(C(=O)NC(=S)NNC(=O)c2cccs2)cc1,?,2.6µM*,0,-30%,?,i,69%,9%,?
CC(=O)c1cccc(NC(=O)c2onc(C)c2Cl)c1,20%,17%,-13,11%,17%,i,10%,12%,8%
COc1ccc(Nc2nc(-c3ccccc3)cs2)cc1,7%,13%,3,-21%,3%,i,1%,35%[activator],-5%
CC(C)[C@H](NC(=O)[C@@H]1CSCN1C(=O)OC(C)(C)C)C(=O)NCC1CCC(C(=O)O)CC1 (some centres not stated),15%,1%,19,1%,4%,i,-2%,-1%,2%
CCc1noc(C)c1C(=O)Nc1nc(-c2ccc(OC)c(OC)c2)cs1,-11%,-15%,?,-9%,-10%,?,?,?,21%
CC(=O)c1cc2c(cc1NC(=O)CCn1cccc1)OCO2,20%,30%,-3,-2%,13%,i,-7%,3%,0%
COc1ccc2oc(=N)c(C(=O)Nc3ccccc3)cc2c1,24%,8%,14,5%,11%,i,3%,20%,13%
COc1ccc(NC(=O)CN2C(=O)CCc3cc(S(=O)(=O)N4CCOCC4)ccc32)cc1Cl,/,7%,/,-20%,/,i,/,8%,/
Cc1ccnc(SCCn2c(N3CCCCC3)nc3c2c(=O)n(C)c(=O)n3C)n1,13%,8%,-3,-2%,10%,?,-10%,5%,-1%
COCc1c(C(=O)N2CCN(S(=O)(=O)c3ccccc3Cl)CC2)oc2ccccc12,-9%,-7%,12,-16%,-10%,i,1%,/,1%
COCCN(C(=O)CSc1nc2ccccc2s1)c1c(N)n(Cc2ccccc2)c(=O)[nH]c1=O,-1%,12%,20,3%,2%,?,-4%,5%,4%
O=C(CCN1C(=O)c2cccc3cccc(c23)C1=O)NCc1ccco1,-10%,-8%,2,-7%,-3%,i,-18%,-6%,?
CCN(CC)CCOC(=O)c1ccc(NC(=O)CCCN2C(=O)S/C(=C/c3ccc(OC)cc3)C2=S)cc1,?,-16%,-69*,-28%,12µM*,?,22µM*,7.1µM*,?
COC(=O)c1cc2occc2n1CC(=O)Nc1ccc(OC)c(OC)c1,-1%,9%,0,12%,0%,i,3%,-12%,-18%
CC(=O)c1ccc(S(=O)(=O)Nc2ccc(-n3c(C)nc4ccccc4c3=O)cc2)cc1,0%,1%,3,1%,-13%,i,15%,-9%,4%
COc1ccc(OC)c(C2/C(=C(/O)c3ccc(C)cc3)C(=O)C(=O)N2Cc2ccco2)c1 (configuration not stated),-8%,-6%,0,7%,-12%,i,14%,/,1%
Cn1cccc1/C=N/NC(=O)CNc1cccc2ccccc12,-12%,4%,/,-46%,-29%,i,?,-2%,23%
COc1ccc(S(=O)(=O)N2CCCCCC2)cc1C(=O)NCc1ccccc1Cl,-3%,-25%,-25,6%,-13%,i,11%,-13%,13%
Cn1c(SCC(=O)C(C)(C)C)nnc1-c1cccnc1,-1%,-1%,-14,-14%,-2%,i,-7%,2%,8%
CCN1CCN(c2ncc(C(=O)Nc3ccccc3C(=O)OC)c3ccccc23)CC1,21µM*,?,?,-31%,?,?,?,-19%,?
O=C(NCC1CCCO1)c1cc(-c2ccccc2)nc2ccccc12 (configuration not stated),5%,1%,27,-4%,1%,i,3%,6%,7%
Oc1ccc(C=NC2CCCCC2)cc1,-1%,-4%,-5,6%,1%,i,?,11%,11%
CC(=O)c1c(N)c(C#N)c(C)n1-c1ccc(Br)cc1,-7%,4%,13,-5%,-2%,i,-7%,8%,-5%
COc1ccccc1CN(C)C(=O)c1cccc(S(=O)(=O)N2CCCc3ccccc32)c1,0%,0%,-29,-36%,-7%,?,6%,-33%,1%
O=C(CSc1ccc(-c2cccs2)nn1)Nc1ccccc1F,2%,-8%,-13,-14%,2%,/,9%,-25%,8%
CC1CCCCN1C(=O)Cc1ccc(F)cc1 (configuration not stated),11%,22%,1,-15%,11%,i,-2%,14%,-2%
COc1ccc(-n2c(C)nc3c(cnn3-c3ccc(F)cc3)c2=O)cc1,/,-3%,/,-1%,/,i,/,-1%,/
O=C(O)/C=C\C(=O)Nc1ccc(N2CCN(c3ccc(F)cc3)CC2)cc1,-21%,?,-23,3%,-22%,i,?,1%,9%
O=c1cc(CSc2ccc(Cl)cc2)nc(N2CCCCC2)[nH]1,-1%,10%,36,2%,0%,i,-1%,-2%,8%
Cc1c(-c2ccccc2)nc2ccccc2c1C(=O)Nc1ccncc1,-1%,-2%,?,-15%,-22%,i,-35%,-11%,3%
Cc1nnc(NCc2ccc(F)cc2)c2c1nnn2Cc1ccccc1Cl,/,1%,/,4%,/,i,/,5%,/
COc1ccc(S(=O)(=O)N(CC(=O)NCc2cccnc2)C2CCCCC2)cc1OC,7%,12%,36,1%,3%,i,-4%,-9%,-9%
Cc1cccc(-c2ocnc2C(=O)Nc2ccccc2C(=O)N2CCCC2)c1,-22%,?,36,-31%,?,i,1%,-24%,14%
O=C(NCCc1ccccc1)c1ccc2c(c1)CCN2S(=O)(=O)c1ccccc1,/,-26%,/,-2%,/,i,/,14%,/
CN1CCc2c(sc(/N=C/c3ccco3)c2C(N)=O)C1,1%,-18%,-6,-5%,7%,i,-1%,9%,2%
COc1ccc(OC)c(NC(=O)CSc2nnc(C3CCCCC3)n2-c2ccccc2)c1,-13%,?,-16,-64%,-29%,i,-8%,6%,?
Cc1cc(C)nc(N(C#N)S(=O)(=O)c2ccccc2Cl)n1,8%,-3%,26,3%,8%,?,-14%,1%,3%
Cc1onc(-c2ccccc2)c1C(=O)NNC(=S)NC(=O)/C=C/c1ccccc1,-13%,?,33,-12%,?,i,?,?,?
Cc1c(CCC(=O)O)c(=O)oc2cc(OCc3cccc(Cl)c3)ccc12,2%,17%,25,-32%,-2%,i,-25%,13%,?
O=C(c1ccccc1)N1CCCC(c2nc3c(nnn3Cc3ccc(F)cc3F)c(=O)[nH]2)C1 (configuration not stated),/,1%,/,-15%,/,i,/,7%,/
Cc1ccc(C(C(=O)NC2CCCC2)N(C(=O)c2csnn2)c2ccccc2)o1 (configuration not stated),3%,-1%,9,0%,14%,i,-4%,-12%,-1%
O=C(Oc1c(-c2ccccc2)c(=O)n2c3c(cccc13)CC2)c1ccc(F)cc1,-4%,-1%,44,-6%,18%,i,-6%,14%,26µM*
CC(C(=O)Nc1ccc(F)c(F)c1F)N(C)CCOc1ccccc1 (configuration not stated),?,0%,-15,-9%,1%,i,?,-7%,2%
N#C/C(=C\C1=C(N2CCOCC2)C(=C/c2cccc([N+](=O)[O-])c2)/CC1)C(=O)Nc1ccccc1F,9%,0%,0,-14%,5%,i,1%,7%,-3%
